Bioassay records from PubChem.
APOBEC3A inh – APOBEC3A ssDNA deaminase inhibitors, primary screen, selectivity assay for APOBEC3G inhibitor project, biochemical, FAM/TAMRA oligo cleavage fluorescence; actives 0.41% (n = 330,000); recombinant A3A, FAM/TAMRA ssDNA deamination fluorescence; DNA dC->dU-editing enzyme APOBEC-3A (Homo sapiens), P31941; inhibition, % at 20 µM;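 active = at least 40% inhibition at 20 µM here, with at most 30% in a related deaminase screen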;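 note: plate controls were A3A with DMSO for no effect and wells lacking A3A enzyme for full effect; some results filed as inactive read as strong as hits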
Target sequence (P31941 whole entry, looked up): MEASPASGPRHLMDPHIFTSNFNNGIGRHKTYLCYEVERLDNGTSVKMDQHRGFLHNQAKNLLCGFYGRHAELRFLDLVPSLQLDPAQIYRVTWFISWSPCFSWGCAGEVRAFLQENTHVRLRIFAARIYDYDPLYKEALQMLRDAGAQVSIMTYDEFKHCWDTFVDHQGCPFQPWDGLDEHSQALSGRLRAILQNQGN
MIN6 prolif – inducers of MIN6 beta-cell proliferation, primary screen, ATP luminescence, uHTS. MIN6 cells proliferation, ATPlite luminescence, 48 h; cells starved in 0.2% serum; 100% = growth in 10% serum. proliferation, % at 10 µM. actives 0.29% (n = 330,000);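 active = compounds whose signal lies at least 3.5 SD above the mean of all wells on their plate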;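 note: 0% = DMSO-treated cells in low-serum medium and 100% = 10% serum control; some compounds called inactive have numbers as strong as hits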
hIAP act – human IAP activators, primary screen, biochemical, luminescence, uHTS; Intestinal-type alkaline phosphatase (Homo sapiens), P09923; AID 2524, 2010; activation factor at 10 µM; actives 0.16% (n = 330,000); purified human IAP, CDP-Star luminescence, 30 min; active compounds read high; 1 = vehicle-only enzyme, 0 = enzyme-free background;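 active = activation factor of the enzyme at least 2-fold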; note: the source names both 10 and 20 µM as test concentration; values of inactives mirror those of a sister screen read the other way
mIAP block – inhibitors of mouse IAP, primary screen, biochemical, luminescence, uHTS; purified mouse IAP, CDP-Star luminescence, 30 min; intestinal alkaline phosphatase [Mus musculus]; actives 0.2% (n = 330,000); AID 2806, 2010; inhibition, % at 10 µM;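 active = inhibition of at least 40% at 10 µM in the primary screen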;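 note: plate controls were DMSO with enzyme for no effect and no enzyme wells for full effect; values of inactives mirror those of a sister screen read the other way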
hIAP inh – human IAP inhibitors, primary screen, biochemical, luminescence, uHTS | Intestinal-type alkaline phosphatase (Homo sapiens), P09923 | purified IAP, CDP-Star luminescence, 30 min | inhibition, % at 10 µM | actives 0.12% (n = 330,000) | AID 2544, 2010;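 active = inhibition reaching a set limit with compound at 10 µM in the primary screen, cut at about 35% in these data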;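 note: plate controls were DMSO wells with enzyme for no effect and no-enzyme buffer wells for full effect; values of inactives mirror those of a sister screen read the other way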
MPTP inh – mitochondrial permeability transition pore inhibitors, primary screen, biochemical, isolated mouse mitochondria, absorbance; Ca2+ swelling absorbance, 30 min; inhibition, % at 10 µM; actives 1.4% (n = 360,000); AID 602449, 2012;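 active = inhibition of 50% or more, scaled per plate between neutral and stimulator controls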;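 note: 0% = DMSO wells given calcium and 100% = 1 mM EGTA wells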
A3G deaminase – APOBEC3G DNA deaminase inhibitors, primary screen, biochemical, fluorescence, single-stranded DNA substrate, uHTS. DNA dC->dU-editing enzyme APOBEC-3G (Homo sapiens), Q9HC16. recombinant A3G, ssDNA deamination FAM/TAMRA fluorescence. actives 0.28% (n = 330,000). inhibition, % at 20 µM;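 active = inhibition of at least 40% at 20 µM, with no more than 30% in the related APOBEC3A deaminase screen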;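 note: plate controls were DMSO wells with A3G for no effect and wells lacking A3G enzyme for full effect; some compounds called inactive have numbers as strong as hits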
Target sequence (Q9HC16 whole entry, looked up): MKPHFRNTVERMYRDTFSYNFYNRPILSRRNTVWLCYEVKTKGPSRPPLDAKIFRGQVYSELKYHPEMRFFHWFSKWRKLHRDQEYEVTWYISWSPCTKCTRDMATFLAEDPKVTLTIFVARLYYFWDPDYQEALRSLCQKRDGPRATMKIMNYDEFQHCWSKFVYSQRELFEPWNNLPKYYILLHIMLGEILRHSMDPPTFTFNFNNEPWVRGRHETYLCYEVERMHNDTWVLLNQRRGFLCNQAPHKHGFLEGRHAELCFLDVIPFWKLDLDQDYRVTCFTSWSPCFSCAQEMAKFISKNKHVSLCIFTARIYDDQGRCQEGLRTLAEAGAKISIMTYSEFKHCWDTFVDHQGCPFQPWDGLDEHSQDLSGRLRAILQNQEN
ATG4B inh – ATG4B protease inhibitors, primary screen, biochemical, fluorescence, uHTS. inhibition, % at 8.33 µM. ATG4B cleavage of LC3-PLA2, NBD-HPC fluorescence, 1 h. actives 0.51% (n = 340,000). AID 504462, 2011; in the data active = inhibition above about 40%
Target sequence (Q9Y4P1 whole entry, looked up): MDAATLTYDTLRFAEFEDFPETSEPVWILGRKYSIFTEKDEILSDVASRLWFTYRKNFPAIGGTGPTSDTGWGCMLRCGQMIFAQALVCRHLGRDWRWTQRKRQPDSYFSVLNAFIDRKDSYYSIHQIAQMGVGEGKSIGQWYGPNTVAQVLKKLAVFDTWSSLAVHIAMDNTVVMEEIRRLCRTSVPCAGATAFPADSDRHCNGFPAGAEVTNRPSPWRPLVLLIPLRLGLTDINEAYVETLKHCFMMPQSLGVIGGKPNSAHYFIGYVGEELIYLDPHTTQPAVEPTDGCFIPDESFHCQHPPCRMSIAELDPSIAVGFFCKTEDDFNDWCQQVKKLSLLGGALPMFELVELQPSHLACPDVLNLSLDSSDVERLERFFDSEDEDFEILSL
mIAP act – activators of mouse IAP, primary screen, biochemical, luminescence, uHTS; intestinal alkaline phosphatase [Mus musculus]; actives 0.24% (n = 330,000); AID 2805, 2010; activation factor at 10 µM; muIAP, CDP-Star luminescence, 30 min; active compounds read high; 1 = vehicle-only enzyme signal, 0 = enzyme-free wells;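 active = activation factor of at least 2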; note: the source names both 10 and 20 µM as test concentration; values of inactives mirror those of a sister screen read the other way
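also added = chemiluminescent substrate CDP-Star | test system = mouse IAP enzyme | signal = chemiluminescence readout | compound = DMSO-dissolved test compounds | incubation = 30 min at room temperature | benchmarks = DMSO wells, no-enzyme wells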
Active calls of the source: *; nt = no result given. Random draw from the library; overall some 3.3% were active at least once.

SMILES	APOBEC3A inh	MIN6 prolif	hIAP act	mIAP block	hIAP inh	MPTP inh	A3G deaminase	ATG4B inh	mIAP act
COC(=O)Cc1csc(Nc2ccc(Cl)cc2)n1	-5	-4	1	1	-2	0.3	-11	1	0.99
COc1cc(/C=N/NC(=O)c2cc(-c3ccccc3C)nc3ccccc23)cc(OC)c1O	0	-2	0.99	4	1	1.9	-1	-19	0.96
Cc1ccc(C2=NN(CCC(=O)NCc3ccc4c(c3)OCO4)C(=O)CC2)cc1	2	0	0.84	2	16	-0.1	-2	-8	0.98
O=c1c(Cc2ccc(Cl)cc2)c(O)ccn1Cc1cccs1	-2	1	0.98	4	2	0.5	-10	-8	0.96
COc1ccc2oc(=O)c(C(=O)NCCc3ccc(OC)c(OC)c3)cc2c1	0	-3	1.2	1	-16	-0.1	-5	-2	0.99
CCc1cccc(OCC(O)Cn2c(N3CCCCC3)nc3c2c(=O)[nH]c(=O)n3C)c1 (configuration not stated)	-4	-1	1.3	1	-26	0.4	-7	-10	0.99
COC(=O)c1ccc(C)c(NC(=O)CSc2sc3c(O)cc(=O)[nH]c3c2C#N)c1	55	2	0.96	17	4	-2.1	31	7	0.83
C#CCOCCOCCOCCNc1nc(N2CCN(C(=O)[C@H]([C@@H](C)CC)n3cc([C@@H](N)CC(C)C)nn3)CC2)nc(N2CCN(C(=O)[C@H](Cc3cc4ccccc4[nH]3)n3cc([C@@H](N)CC(C)C)nn3)CC2)n1	1	4	0.93	-25	7	nt	-7	nt	1.2
S=C(c1ccc(N2CCOCC2)cc1)N1CCCCC1	-2	2	1.1	-4	-9	-1.0	-4	-8	1
CCCC1CCC(C(=O)Nn2c(C)nc3ccccc3c2=O)CC1 (configuration not stated)	-5	3	0.99	3	1	2.0	-5	2	0.97
CC(C)(C)OC(=O)N1CCC[C@H]1C(=O)N/N=C/c1ccc2nccnc2c1	-3	0	0.97	1	3	3.4	-8	-9	0.99
COc1ccc(NS(=O)(=O)c2ccc(C)c(C(=O)NCC(c3cccs3)N3CCOCC3)c2)cc1 (configuration not stated)	-4	-1	1.1	2	-10	-0.4	-8	-1	0.98
O=C(NCC1CCCO1)c1cc2ccccc2o1 (configuration not stated)	-1	-4	1.1	1	-9	-0.6	-11	5	0.99
COc1cccc(-c2cc(C(=O)O)[nH]n2)c1	-5	-1	0.99	1	1	-1.2	-8	-6	0.99
CC1CCCN(S(=O)(=O)c2ccc3c(c2)n(C)c(=O)c(=O)n3C)C1 (configuration not stated)	-4	2	1.2	-14	-20	-0.8	-6	-10	1.1
CCOC(=O)C1=C(C)c2ccccc2OC1C(=O)OCC (configuration not stated)	2	nt	nt	0	nt	0.8	5	-9	1
CCOC(=O)c1cccc(NC2c3ccccc3C(=O)N2Cc2ccco2)c1 (configuration not stated)	-9	-6	0.84	6	16	8.6	-7	0	0.94
Cc1nn(-c2ccccc2)c(C)c1/C=N/NC(=O)c1cc(C(C)(C)C)[nH]n1	-5	0	1.1	10	-7	-0.5	-6	-14	0.9
CN1CCN(c2ccc(C(=O)c3cn(-c4ccc(F)c(Cl)c4)nn3)cc2)CC1	1	-7	0.95	0	5	1.3	-11	5	1
COc1ccc(Cl)cc1C(=O)NNC(=O)CSc1nncn1C	-3	5	0.92	10	8	0.0	-5	3	0.9
O=C(CN1CCN(S(=O)(=O)c2ccc3ccccc3c2)CC1)NC(=O)NC1CCCCC1	-3	0	0.88	11	12	-1.9	-5	0	0.89
Cc1ccc(-n2ncc3c(=O)[nH]c(SCC(=O)N4CCCC4)nc32)cc1C	-2	0	1.1	1	-10	-1.2	-12	-3	0.99
COc1ccccc1N1CCN(C(=O)c2ccc3[nH]c4c(c3c2)CC(C)CC4)CC1 (configuration not stated)	0	-5	0.95	-29	5	3.2	-8	-15	1.3
CCCCCCCCNc1nc(Cl)nc(NCc2ccco2)n1	2	0	1.1	-3	-5	0.7	-5	5	1
Cc1nn(Cc2ccccc2Cl)c(C)c1N	-1	1	1.1	-6	-7	2.4	-1	-2	1.1
Next section
SMILES	APOBEC3A inh	MIN6 prolif	hIAP act	mIAP block	hIAP inh	MPTP inh	A3G deaminase	ATG4B inh	mIAP act
O=C(Nc1ccc(S(=O)(=O)N2CCOCC2)cc1)C1CC1	-2	0	0.84	1	16	-1.6	-7	-1	0.99
COc1ccc(CN2CC(=O)N(c3cc(Cl)ccc3OC)C2=S)cc1OC	-3	-7	0.92	-4	8	1.2	-6	-6	1
O=C(CSc1cccc2cccnc12)N/N=C/c1ccncc1	2	0	1.1	15	-15	-1.4	-2	-7	0.85
O=C1CN(C(=O)COC(=O)c2cccc(Br)c2)c2ccccc2N1	3	-1	1.1	6	-14	0.4	-6	-42	0.94
O=C(NCc1ccccc1)c1ccc(NS(=O)(=O)c2cccs2)cc1	-2	-4	0.99	14	1	-0.7	-2	-40	0.86
COc1cccc(CC(=O)Nc2nc(-c3cc(OC)ccc3OC)cs2)c1	-1	-1	1	-29	-2	-1.4	-9	-5	1.3
Cc1cccc(Nc2nc(-c3ccc(O)cc3O)cs2)n1	-4	-5	1.3	7	-26	2.7	16	9	0.93
CN1CCN(C(=O)C2CCCN(S(=O)(=O)c3ccc(F)cc3)C2)CC1 (configuration not stated)	-5	3	0.88	-2	12	-1.3	-5	0	1
CCOc1ccc(NC(=O)COC(=O)CC2CCCCC2)cc1	5	2	0.93	-6	7	0.2	1	3	1.1
Cc1ccccc1N(C)C(=O)c1coc(=O)c2ccccc12	0	1	0.9	0	10	-1.2	-1	-10	1
COc1cc2[nH]c(=S)n(CC3CCCO3)c(=O)c2cc1OC (configuration not stated)	1	2	0.99	0	1	1.1	4	-13	1
CC(=O)c1cccc(NC(=S)N2CCC(Cc3ccccc3)CC2)c1	-3	-3	1.1	-3	-14	-1.3	-7	-4	1
COC(=O)c1ccc(Cl)c(NC(=O)CN(c2ccc(OC)cc2)S(=O)(=O)c2ccccc2)c1	0	-4	0.77	8	23	-2.6	1	-5	0.92
O=C(CSc1nnc(-c2ccc(S(=O)(=O)N3CCOCC3)cc2)o1)c1ccccc1F	-2	0	0.94	9	6	4.8	-3	-1	0.91
CCN1C(=O)[C@@H]2[C@@H](c3ccc(-c4ccc(C(C)=O)cc4)c(OC)c3)N3CCC[C@@]3(C(=O)OC)[C@@H]2C1=O	-5	-3	1.1	-29	-9	0.1	-9	-4	1.3
COc1ccc(-c2cc(=O)oc3cc(OCC(=O)NCc4ccccn4)ccc23)cc1	-5	3	0.86	3	14	-1.1	-9	-6	0.97
Cc1ccc(C(=O)N/C(=C/c2ccco2)C(=O)NCCc2c[nH]c3ccccc23)cc1C	1	-4	1.2	2	-21	-0.2	7	-13	0.97
Cc1cc(C)cc(OCC(=O)Nc2ccc3c(c2)OCO3)c1	3	-1	0.91	1	9	2.3	3	9	0.99
CC(C)c1c(O)c2c(n(-c3ccccc3)c1=O)CCCC2	0	0	0.99	-7	1	13	-8	-5	1.1
CN(C)c1ccc(S(=O)(=O)N2CCCCC2)cc1NC(=O)C1=COCCO1	0	3	1	12	-1	0.3	-6	-6	0.88
NS(=O)(=O)c1ccc(CNC(=O)C(c2ccccc2)c2ccccc2)cc1	1	1	1.1	-2	-5	1.2	-1	-6	1
O=C(NC(=S)Nc1ccccc1[N+](=O)[O-])c1cncc(Br)c1	-7	-3	1.1	26	-8	2.6	-6	8	0.73
O=C(OCCc1cc2ccccc2c(=O)o1)c1ccc(F)cc1	-5	-3	1.2	7	-16	0.5	-7	-4	0.93
COC(=O)c1c(NC(=O)CCC(=O)O)sc(Cc2ccccc2)c1C	-3	-1	1	-3	-4	3.9	-5	1	1
COc1ccccc1CNC(=O)Cn1nc(C)c([N+](=O)[O-])c1C	3	-2	0.63	4	37*	1.8	-3	-7	0.96

Part of the list above, limited to ATG4B inh, hIAP act and mIAP act.
| Molecule | ATG4B inh | hIAP act | mIAP act |
| --- | --- | --- | --- |
| CCOc1ccc(NC(=O)COC(=O)CC2CCCCC2)cc1 | 3 | 0.93 | 1.1 |
| Cc1ccccc1N(C)C(=O)c1coc(=O)c2ccccc12 | -10 | 0.9 | 1 |

The listing continues:
SMILES	APOBEC3A inh	MIN6 prolif	hIAP act	mIAP block	hIAP inh	MPTP inh	A3G deaminase	ATG4B inh	mIAP act
O=[N+]([O-])c1ccccc1/C=N/Nc1nc(N2CCCC2)nc(N2CCCC2)n1	5	-1	1	5	-4	-0.8	10	4	0.95
O=C(O)c1cc(S(=O)(=O)Nc2ccc3cn[nH]c3c2)ccc1O	0	0	1.1	5	-12	-1.0	-2	-2	0.95
C=CCNC(=O)c1onc(CSc2ccc(F)cc2)c1C(=O)NCCOC	-8	8	0.95	2	5	-1.9	-12	-10	0.98
CN(C)S(=O)(=O)c1ccc(C(=O)OCC(=O)NCc2ccccc2)cc1	3	-1	1.1	-6	-15	0.9	0	-2	1.1
Cc1cccc(NC(=O)CNC(=O)CCc2nc3sc4c(c3c(=O)[nH]2)CCCC4)c1C	44	4	1.1	11	-6	0.8	71	13	0.89
COc1ccc([C@@H]2CC=C(C(=O)O)[C@H](c3ccc(C(C)(C)C)cc3)N2S(=O)(=O)c2ccc(C)cc2)cc1OC	1	-4	1.3	-4	-27	0.5	1	-10	1
CCc1ccc(/C=C2/SC(=S)N(CCC(=O)Nc3cccnc3)C2=O)cc1	-1	-3	0.96	10	4	1.3	-9	-2	0.9
CCN(CC)c1ccc(NC(=O)C2CCC(CNc3c(N4CCCC4)c(=O)c3=O)CC2)c(C)c1 (configuration not stated)	-2	-4	1.1	-10	-6	4.0	-4	0	1.1
CCN(CC(=O)Nc1c(F)cccc1F)C(=O)c1ccc(S(=O)(=O)N2CCC(C)CC2)cc1	-4	-5	0.98	0	2	2.9	-7	-8	1
COC(=O)C1=C(C)NC(C)=C(C(=O)OCC2CCCO2)C1c1cccc(Br)c1 (configuration not stated)	-4	-2	1.1	-5	-10	0.0	3	-11	1
O=C(NN1C(=O)c2ccccc2NC1c1ccco1)c1ccccc1 (configuration not stated)	0	-1	0.96	-3	4	-1.2	-8	-13	1
COc1cc(/C=N/N=C2\CC3CCC2(C)C3(C)C)ccc1O (configuration not stated)	-1	2	0.93	2	8	-1.5	-4	-5	0.98
COc1ccc(CCN(C)C(=O)c2ccc(S(=O)(=O)Nc3ccccc3F)cc2)cc1OC	-1	-2	1.1	2	-9	0.7	-10	-3	0.98
CCOc1ccc(N2CC(C(=O)NCCC3=CCCCC3)CC2=O)cc1 (configuration not stated)	-2	-1	0.92	-5	8	1.5	-6	2	1
O=C(Cn1c(=O)n(Cc2ccco2)c(=O)c2ccccc21)Nc1cccc(Cl)c1	0	-3	1.1	-10	-15	1.6	-2	-5	1.1
CC(C)N(CCCNC(=O)c1nn(C)c2c1CS(=O)(=O)c1ccccc1-2)Cc1ccccc1	-2	-1	1.1	13	-7	1.5	-6	0	0.87
C[N+](C)(CCOc1ccccc1)Cc1ccccc1 (tested in a mixture with another compound)	0	0	0.88	6	12	1.7	-5	3	0.94
